LYPLA2 counter – counter-screen for PME1 inhibitors: inhibitors of human LYPLA2 | 320,000 tested, 0.38% active | recombinant LYPLA2, FP-Rh probe fluorescence polarization | O95372 | inhibition, % at 5.9 µM | AID 2177;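 active = inhibition above the screen-wide mean plus 3 SD, limit set per campaign, cut at about 26% in these data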;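 note: 0% = LYPLA2 with DMSO and 100% = wells lacking LYPLA2 enzyme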
LYPLA1 inh – LYPLA1 (human) inhibition in PME1 counter-screen; recombinant LYPLA1, FP-Rh probe fluorescence polarization; inhibition, % at 5.9 µM; 320,000 tested, 0.16% active;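 active = inhibition above the mean of all tested compounds plus 3 SD, set per campaign, cut at about 14% in these data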;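 note: inhibitors block serine hydrolase probe labeling of LYPLA1 so polarization falls; 0% = enzyme with DMSO and 100% = wells lacking LYPLA1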
Target sequence (O75608 whole entry, looked up): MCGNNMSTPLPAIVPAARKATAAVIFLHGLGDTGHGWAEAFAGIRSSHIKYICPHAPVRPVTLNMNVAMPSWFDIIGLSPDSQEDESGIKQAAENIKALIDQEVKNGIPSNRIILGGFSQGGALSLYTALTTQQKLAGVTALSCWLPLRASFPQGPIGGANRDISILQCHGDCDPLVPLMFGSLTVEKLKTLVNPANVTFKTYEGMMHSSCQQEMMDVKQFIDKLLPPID
PAD4 inh – PAD4 (human) enzyme inhibition; Q9UM07; 330,000 tested, 0.41% active; inhibition, % at 6.36 µM; recombinant PAD4, RCA probe fluorescence polarization;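 active = percent inhibition above a cutoff equal to the mean of all tested compounds plus 3 SD, cut at about 15% in these data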;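 note: 0% = PAD4 with RCA probe and DMSO and 100% = probe without PAD4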
PREPL inh – inhibits the human prolyl oligopeptidase-like enzyme. 320,000 tested, 0.68% active. inhibition, % at 5.96 µM. Q4J6C6. recombinant PREPL, fluorescence polarization activity-based probe; in the data active = inhibition above about 43%;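 note: 0% = enzyme with DMSO and 100% = wells lacking enzyme; many of its hits are not listed in these tables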
pPAFAH FP inh – pPAFAH (human) enzyme inhibition; Q13093; inhibition, % at 3.39 µM; recombinant pPAFAH, FP-rhodamine probe fluorescence polarization; 330,000 tested, 1.5% active;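 active = inhibition above the mean inhibition across the screen plus 3 SD, cut at about 25% in these data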;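 note: inhibitors block binding of the rhodamine activity-based probe so polarization drops; 0% = enzyme with DMSO and 100% = wells lacking pPAFAH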
PAFAH1B3 inh – inhibitors of human PAFAH1B3. recombinant PAFAH1B3, FP-rhodamine probe, fluorescence polarization. inhibition, % at 3.39 µM. 340,000 tested, 0.28% active. AID 492972;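 active = inhibition above the screen-wide average of all tested compounds plus 3 SD, cut at about 25% in these data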;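 note: 0% = enzyme with DMSO only and 100% = wells lacking PAFAH1B3 protein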
Target sequence (Q15102 whole entry, looked up): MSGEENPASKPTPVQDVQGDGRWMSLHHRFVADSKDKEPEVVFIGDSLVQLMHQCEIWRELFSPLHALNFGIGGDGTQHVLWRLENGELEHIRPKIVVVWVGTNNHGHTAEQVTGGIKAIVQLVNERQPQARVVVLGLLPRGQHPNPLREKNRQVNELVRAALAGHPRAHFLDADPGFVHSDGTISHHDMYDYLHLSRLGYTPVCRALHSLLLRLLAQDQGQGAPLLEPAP
PAFAH1B2 inh – PAFAH1B2 (human) inhibition; P68402; recombinant PAFAH1B2, FP-rhodamine activity probe, fluorescence polarization; inhibition, % at 3.39 µM; 340,000 tested, 1.2% active; AID 492953;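 active = inhibition above the mean of all tested compounds plus 3 SD, cut at about 24% in these data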;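 note: 0% = enzyme with DMSO and 100% = wells lacking PAFAH1B2; many of its hits are not listed in these tables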
GSTO1 inh – GSTO1 inhibition, counter-screen for RBBP9 inhibitors; P78417; 300,000 tested, 1.1% active; AID 1974; recombinant GSTO1, activity-based probe fluorescence polarization; inhibition, % at 5.96 µM;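 active = inhibition above the campaign mean inhibition plus 3 SD, cut at about 35% in these data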;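 note: 0% = GSTO1-1 with DMSO and 100% = wells lacking GSTO1-1 enzyme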
PME-1 inh – blocks human protein phosphatase methylesterase 1; Q9Y570; recombinant PME-1, FP-Rh probe fluorescence polarization; inhibition, % at 5.9 µM; 320,000 tested, 0.53% active; AID 2130;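 active = inhibition above the campaign mean of all compounds plus 3 SD, cut at about 26% in these data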;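 note: competitive labeling of PME-1 active site by serine hydrolase directed probe; 0% = PME-1 with DMSO and 100% = wells lacking PME-1 enzyme; inhibitors block probe labeling so polarization falls and inhibition rises; many of its hits are not listed in these tables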
Target sequence (Q9Y570 whole entry, looked up): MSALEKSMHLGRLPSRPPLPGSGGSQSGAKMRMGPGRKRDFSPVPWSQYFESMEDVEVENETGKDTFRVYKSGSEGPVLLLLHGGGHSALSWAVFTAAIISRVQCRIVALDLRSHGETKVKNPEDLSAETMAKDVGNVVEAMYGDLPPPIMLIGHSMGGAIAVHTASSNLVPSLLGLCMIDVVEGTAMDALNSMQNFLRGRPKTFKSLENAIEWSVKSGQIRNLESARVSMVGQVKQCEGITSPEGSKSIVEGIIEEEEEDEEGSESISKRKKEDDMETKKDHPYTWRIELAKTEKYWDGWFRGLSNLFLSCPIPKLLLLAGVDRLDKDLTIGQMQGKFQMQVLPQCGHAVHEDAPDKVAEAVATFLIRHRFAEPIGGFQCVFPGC
* hit, by the source's call; nt = no result given. An excerpt. The share of hits here may be higher or lower than overall.

mol	LYPLA2 counter	LYPLA1 inh	PAD4 inh	PREPL inh	pPAFAH FP inh	PAFAH1B3 inh	PAFAH1B2 inh	GSTO1 inh	PME-1 inh
CCOc1ccccc1C(=O)N(Cc1ccccc1)Cc1cc2cc3c(cc2[nH]c1=O)OCCO3	6	-2	-3	-3	8	0	3	-8	6
COCc1[nH]nc2c1C(c1ccsc1)C(C#N)=C(N)O2 (configuration not stated)	5	5	-4	3	1	-3	-6	4	0
CCN1C(=Nc2ccc(Cl)cc2)SC/C1=C\C(=O)OC	-1	-2	3	15	3	-3	3	0	1
CCCNC(=O)C1CC(=O)N(c2ccc(OCc3ccc(F)cc3)cc2)C1 (configuration not stated)	9	1	3	22	4	-6	0	2	0
CCCCC(=O)Nc1ccc2c(c1)nc(CCN1CCOCC1)n2C	3	-1	-5	-9	6	2	-4	2	-8
COc1ccc(-c2c(-c3ccsc3)oc3ccc(N4CCOCC4)cc23)cc1	2	-1	0	3	14	9	2	12	6
O=C(NCCCN1CCOCC1)c1cccc(S(=O)(=O)NCc2ccccc2)c1	-1	1	1	-2	2	-12	4	11	2
O=c1c2ccccc2c(-c2ccccc2)nn1Cc1c(Cl)cccc1Cl	-6	3	0	-2	0	5	1	-1	-4
O=C(Cn1cc2c(n1)CCCC2)NCCCN1CCN(Cc2ccccc2)CC1	-8	2	-1	11	-3	4	5	1	2
COC(=O)c1cc2c(s1)-c1ccc(OC)cc1CC2	-8	-3	1	5	-4	10	-1	6	-1
CCc1nn(CC(=O)N2CCN(CC)CC2)c(=O)c2cccn12	5	4	0	-12	5	-3	-3	-1	1
CC1Cc2ccccc2N1C(=O)CSc1nc2c(c(=O)n(C)c(=O)n2C)n1Cc1ccc(F)cc1 (configuration not stated)	-1	7	-5	23	2	3	-2	1	2
Cc1cc(=O)oc2c(C(=O)c3ccccc3)c(OCC(N)=O)ccc12	0	-3	3	9	-2	nt	nt	-8	-1
CCOc1cc(C2NN=C(c3ccc(C)cc3)S2)ccc1O (configuration not stated)	6	-2	-7	14	5	-2	4	-17	8
NC(=S)N/N=C/c1c(O)ccc2ccccc12	4	1	-5	3	7	23	6	-10	5
NC(=O)CC(NC(=O)Cc1ccc(Cl)cc1)c1ccc(NC2CC3CCC2C3)c([N+](=O)[O-])c1 (configuration not stated)	1	-5	5	11	5	12	11	20	0
COc1ccc(C/C(N)=N/OC(=O)CCc2ccccc2)cc1	2	-2	-7	-3	2	2	6	3	-3
C#CCNC(=O)C1=C[C@H](c2csc3ccccc23)C[C@H](OCCCCO)O1	-7	-1	0	20	11	8	-3	2	1
O=CN1CCN(C(=O)c2ccc(-c3nc4ccccc4s3)s2)CC1	17	5	0	0	5	2	0	3	4
COc1ccc(C(=O)Nc2ccccc2C(=O)N2CCCCCC2)cc1	-2	-1	-5	11	3	3	-3	5	-6
Cc1ccc(C)c(S(=O)(=O)N2CCN(c3nc(-c4cccnc4)nc4ccccc34)CC2)c1	-17	-7	-1	-5	-2	-3	-4	nt	7
Cn1c(=NC(=O)c2cccc([N+](=O)[O-])c2)sc2ccccc21	3	0	-4	3	2	5	-4	13	3
CC(C)Cn1cnc2sc3c(c2c1=N)CCCC3	-1	-2	1	12	8	-6	0	2	-1
CC(OC(=O)c1ccc(NS(=O)(=O)c2ccc3[nH]c(=O)[nH]c3c2)cc1)C(N)=O (configuration not stated)	4	-7	2	3	-2	-4	5	-1	-3
COCCNS(=O)(=O)c1cc2[nH]c3c(c2cc1C)C(=O)CC(C)(C)C3	3	3	0	14	3	6	3	4	2
Cn1cccc1C(=O)Nc1nc(-c2ccccn2)cs1	4	-5	-1	13	5	3	3	15	-2
CC(=O)NC(Cc1cnc[nH]1)C(=O)O (configuration not stated)	2	1	1	-10	-4	1	6	7	-1
COc1ccc(C(=O)Nc2nc(-c3ccc(OC)cc3)c(-c3ccc([N+](=O)[O-])cc3)s2)cc1	-3	-3	-5	-1	-1	-8	-4	0	-10
COc1ccc(CC(=O)Nc2nnc(SCc3ccccc3)s2)cc1S(=O)(=O)N1CCOCC1	4	-2	-1	2	14	6	-2	-6	1
COc1ccccc1N1CC(C(=O)Nc2nc(C)cs2)CC1=O (configuration not stated)	-2	-3	-2	9	-3	9	2	nt	0
O=c1c2ccccc2ncn1CCCSc1ccccc1	3	-3	-3	-4	4	0	13	3	3
C=CCNC(=O)CC(=O)N/N=C/c1ccc(C(=O)OC)cc1	-1	0	4	-2	4	2	3	-1	-3
CCOC(=O)NC(O)C(=O)c1ccc(F)cc1 (configuration not stated)	3	1	-1	2	2	8	0	0	4
O=C(Nc1cc(C(F)(F)F)ccc1N1CCOCC1)c1ccc[n+]([O-])c1	7	3	2	10	-2	-2	4	3	3
CN(C)c1ccc(/C=C/C#N)cc1	5	-1	-6	6	4	5	3	-2	-7
Cn1c(=O)c2cc(S(=O)(=O)NCCC(=O)N3CC=C(c4ccccc4)CC3)ccc2n(C)c1=O	4	-4	-2	-1	2	5	4	3	-1
COc1ccc(C(=O)Nc2ccc3c(c2)C(=O)NC3=O)cc1	-53	-21	-1	-4	-4	-3	-3	-6	-35
COC(=O)c1cccnc1-n1c(=O)c2cccnc2n(Cc2ccc(Cl)cc2)c1=O	5	1	-1	-7	3	6	4	-7	-2
CCOC(=O)C1CCN(C(=O)/C=C/c2ccc(S(=O)(=O)N3CCOCC3)cc2)CC1	nt	nt	-2	3	7	-1	6	nt	nt
COc1ccc(NC(=O)COc2ccccc2F)cc1S(=O)(=O)N1CCCCC1	-5	-4	-13	6	-8	-6	-2	-3	-4
Cc1cccc2c(=O)c(C(=O)NCCCN3CCOCC3)c[nH]c12	4	0	-1	1	4	7	5	2	7
COc1ccc(-n2cc(CN(C)C(C)c3ccncn3)c(-c3cccc(F)c3)n2)cc1 (configuration not stated)	1	0	0	1	0	-4	3	1	-4
O=C(NC1CCCCC1)C(c1ccc2ncccc2c1)N(Cc1ccc2c(c1)OCO2)C(=O)c1ccc2c(c1)OCCO2 (configuration not stated)	9	0	4	8	3	-5	-5	1	8
O=C(c1ccc2c(c1)OCO2)N1CCN(S(=O)(=O)c2ccc(Br)cc2Cl)CC1	2	-1	-7	4	-6	6	3	nt	1
Cc1cccc(-c2nc(CSc3nc4c(c(=O)[nH]3)CCC4)c(C)o2)c1	-4	-7	-1	4	3	0	1	0	4
O=C(CNc1cc(S(=O)(=O)N2CCOCC2)ccc1NCC1CCCO1)Nc1ccc(F)c(F)c1 (configuration not stated)	6	-2	2	21	3	8	3	-2	9
COc1ccccc1OCC(=O)NNC(=O)c1cccs1	-3	-1	1	-5	-2	0	2	0	0
CCc1nnc(NS(=O)(=O)c2ccc(NC(=S)NC(=O)/C=C/c3ccc(F)cc3)cc2)s1	6	-5	0	-15	0	-3	1	-3	-12
O=C(CN1CCCCC1)Nc1cccc([N+](=O)[O-])c1	3	2	-6	2	4	4	0	7	2
Cc1noc(C)c1NC(=O)N(C)C[C@H]1Oc2ccc(NS(=O)(=O)c3ccc(F)cc3)cc2C(=O)N([C@H](C)CO)C[C@@H]1C	nt	nt	3	10	3	12	5	nt	nt
CCOc1ccc(CC(=O)OCc2cc(=O)n3cc(Br)ccc3n2)cc1	2	4	-1	2	4	1	3	11	-3
O=C(CN1C(=O)NC2(CCOc3ccccc32)C1=O)c1ccc(Br)cc1 (configuration not stated)	6	-1	0	-14	-7	4	-2	2	4
CC(C)CN(CC(C)C)c1nnc(N)s1	-13	-6	-6	0	3	2	-4	6	0
COc1ccc(C(=O)CN2C(=O)NC3(CCCc4ccccc43)C2=O)c(OC)c1 (configuration not stated)	0	1	3	4	6	1	-3	-5	-12
Cc1cc(Nc2ccccc2)c2c([N+](=O)[O-])cc(C)c(C)c2n1	10	3	-10	-6	13	-1	-4	3	10
Cc1cccc(C(=O)NNC(=O)c2csc(N3CCOCC3)n2)c1C	-2	0	-5	-5	4	10	3	7	-1
CCOC(=O)C1CCN(C(=O)c2ccc(S(=O)(=O)Nc3ccccc3OC)cc2)CC1	1	-1	-8	10	1	4	0	nt	17
Cc1ccc(S(=O)(=O)n2nc(OC(=O)c3ccccc3C)cc2N)cc1	1	1	0	-27	8	12	8	-1	6
CCCN(N=Nc1cccc([N+](=O)[O-])c1)c1cccc([N+](=O)[O-])c1	-8	-3	-5	9	-6	10	4	9	-2
CC(OC(=O)Cc1coc2ccc3ccccc3c12)C(=O)NC(N)=O (configuration not stated)	-9	-3	-9	10	-3	-1	2	-1	-5

(list continues)
mol	LYPLA2 counter	LYPLA1 inh	PAD4 inh	PREPL inh	pPAFAH FP inh	PAFAH1B3 inh	PAFAH1B2 inh	GSTO1 inh	PME-1 inh
Cc1c(Cl)c([N+](=O)[O-])nn1CC(=O)NCC(C)C	9	0	2	12	4	11	3	2	-2
C/C(=N/OC(=O)c1c(-c2c(Cl)cccc2Cl)noc1C)c1cnccn1	-3	-2	-4	2	9	1	2	10	3
COC(=O)c1cc(NS(=O)(=O)c2ccc(Cl)c(N3C(=O)c4ccc(C(=O)O)cc4C3=O)c2)cc(C(=O)OC)c1	0	1	-1	-5	0	3	2	-137	-3
COc1cc(CNCc2cccs2)ccc1OCc1ccccc1	-3	0	-2	1	-1	14	3	2	-6
CCOc1ccc2oc(C(=O)NC3CC(C)(C)NC(C)(C)C3)c(C)c2c1	7	1	3	6	-1	1	6	10	0
Cc1ccccc1C(=O)Nc1nc2c(C)csc2c(=O)s1	-12	-8	5	19	-3	-2	-1	0	-4
O=C(NCCc1ccc(F)cc1)c1ccc(Cl)c(S(=O)(=O)N2CCOCC2)c1	4	3	-1	14	6	1	7	nt	3
O=C(Nc1ccc(Cl)cc1)Nc1nnc(/C=C/c2ccccc2)s1	-2	-7	4	7	2	-1	-7	6	-7
COc1ccc(NS(=O)(=O)c2ccc(Oc3cccc(C(=O)O)c3)cc2)cc1	-2	-1	3	-5	12	2	5	12	12
COC(=O)CCCNC(=O)c1ccccn1	-2	0	-5	-3	3	8	-6	-2	2
COc1ccc(OC)c(/C=C/c2nc3ccccc3[nH]c2=O)c1	-4	-4	-1	1	4	4	1	3	9
O=C1NC(=O)C(CC(=O)N(Cc2cccs2)C2(C(=O)NC3CCCC3)CCCCC2)N1 (configuration not stated)	0	-1	-7	14	1	-5	2	-5	-3
CCCc1nnc(NC(=O)CCC(=O)N2CCN(C3c4ccccc4-c4ccccc43)CC2)s1	-5	-3	-8	-5	7	1	3	-3	7
Cn1c(=O)n(-c2ccccc2)c(=O)c2c3c(sc21)COC(C)(C)C3	6	1	1	-3	3	-2	2	1	1
Cc1ccc(C(=O)OCC(=O)N(C)c2ccccc2)cc1C	-6	-4	3	-7	8	6	3	3	-5
CC(C)c1cc(C(F)(F)F)n2nc(C(=O)Nc3ccc4c(c3)OCO4)cc2n1	-3	-2	-9	17	-2	7	1	-3	-1
Cc1ccc(Cl)cc1N1CCN(C(=O)CN2C(=O)c3cccc4cccc2c34)CC1	-5	-2	-2	-4	-2	-2	1	-15	-4
Cn1c2c(c(=O)n1-c1ccccc1)CSCC2	1	1	6	6	3	-2	-5	-1	0

Source: PubChem
